# From PubChem
# TrxR1 inh – qHTS Assay for Inhibitors of Mammalian Selenoprotein Thioredoxin Reductase 1 (TrxR1): qHTS; 1% of 390,000 active; Thioredoxin reductase 1, cytoplasmic (Rattus norvegicus), O89049; recombinant rTrxR1, NADPH fluorescence consumption, selenite substrate; Potency, µM (top dose mostly 114 µM), for inactives: top-dose activity change, negative = inhibition, hits mostly inhibitors; note: potency is the fitted concentration of half-maximal effect; % is set by controls: 0 for no effect and ±100 for the full control effect; nearly all actives have a fitted effect of over 65% in size
# Target sequence (O89049 whole entry, looked up): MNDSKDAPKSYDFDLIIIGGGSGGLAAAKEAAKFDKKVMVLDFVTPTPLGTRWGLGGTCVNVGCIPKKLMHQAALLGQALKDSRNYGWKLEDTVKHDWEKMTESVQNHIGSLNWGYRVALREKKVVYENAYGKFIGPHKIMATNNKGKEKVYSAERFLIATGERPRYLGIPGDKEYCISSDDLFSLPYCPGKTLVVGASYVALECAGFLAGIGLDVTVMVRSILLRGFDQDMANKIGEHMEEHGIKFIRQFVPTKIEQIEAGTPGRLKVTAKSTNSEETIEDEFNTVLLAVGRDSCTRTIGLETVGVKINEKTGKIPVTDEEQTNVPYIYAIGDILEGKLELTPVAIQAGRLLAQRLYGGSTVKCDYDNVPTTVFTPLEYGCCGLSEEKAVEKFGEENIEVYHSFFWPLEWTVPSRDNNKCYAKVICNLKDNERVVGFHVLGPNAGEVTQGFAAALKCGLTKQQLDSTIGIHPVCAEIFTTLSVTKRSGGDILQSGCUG
#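 Rat TrxR1 (90 nM in the dispensed reagent) was pre-reduced with 400 uM NADPH for 5 min at room temperature, then incubated with compound for 15 min. After 400 uM selenite was added, NADPH fluorescence (Ex 340/Em 450 nm) was followed for 8 min.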
# USP1 inh – Inhibitors of USP1/UAF1: Primary Screen; recombinant USP1/UAF1, Ub-Rhodamine cleavage fluorescence; Potency, µM (highest dose often 57.1 µM), for inactives: at the highest dose activity change, negative = inhibition, most hits filed as inhibitors; 0.23% of 390,000 active; Ubiquitin carboxyl-terminal hydrolase 1 (Homo sapiens), O94782; note: potency is the fitted concentration of half-maximal effect; % is set by controls: 0 for no effect and ±100 for the full control effect; nearly all actives have a fitted effect of over 60% in size; inactives centre near -12
#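 Step one: compound is pinned into 1nM USP1/UAF1 in HEPES pH 7.8 buffer with TCEP. Step two: 15 min room-temperature incubation. Step three: Ub-Rho (150nM final) starts cleavage, tracked by fluorescence over six one-minute reads.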
# RGS4 inh – Inhibitors of Regulator of G Protein Signaling (RGS) 4: qHTS; Transcreener GDP fluorescence polarization, RGS4-accelerated GTP hydrolysis; 0.039% of 390,000 active; Potency, µM (series often up to 114 µM), for inactives: at the top dose activity change, negative = inhibition, hits mostly inhibitors; Regulator of G-protein signaling 4 (Homo sapiens), P49798; AID 504845, 2011; note: potency is the fitted concentration of half-maximal effect; % is set by controls: 0 for no effect and ±100 for the full control effect; nearly all actives have a fitted effect of over 75% in size; some results filed as inactive show a strong effect at the top dose
# Target sequence (P49798 whole entry, looked up): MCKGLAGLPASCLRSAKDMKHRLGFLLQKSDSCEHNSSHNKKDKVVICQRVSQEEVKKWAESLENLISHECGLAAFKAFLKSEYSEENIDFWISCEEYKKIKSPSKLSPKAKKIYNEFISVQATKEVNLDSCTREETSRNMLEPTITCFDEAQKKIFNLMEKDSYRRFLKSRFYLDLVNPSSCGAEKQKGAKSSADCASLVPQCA
#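 MLSMR compounds (23 nl, pin-transferred) preincubated 10 min at room temperature with a 500nM (2x) first reagent, then RGS4 at 900nM (2x) plus Transcreener GDP mix added; fluorescence polarization (620/688 nm) read before and after 90 min at 30 °C.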
# Vif-A3F inh – qHTS for Inhibitors of Vif-A3F Interactions: qHTS. HeLa A3F-eYFP + Vif (tagged APOBEC3F with the HIV-1 protein that degrades it), YFP fluorescence increase. AID 602313, 2012. 0.2% of 390,000 active. Potency, µM (titrated, usually from 46.1 µM), for inactives: at the highest dose activity, negative = active; note: potency is the fitted concentration of half-maximal effect; % of control where 0% means no effect; nearly all actives have a fitted effect of over 65% in size
#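 Fluorescence increase (Ex 488/Em 500-530) after overnight compound treatment at 37 deg C flags inhibition of Vif-driven A3F-eYFP loss in stable HeLa A3F-eYFP/Vif cells seeded overnight beforehand.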
# IDH1 R132H inh – qHTS for Inhibitors of mutant isocitrate dehydrogenase 1 (IDH1): qHTS; AID 602179, 2012; Potency, µM (highest dose often 76.6 µM), inactives show top-dose activity change, negative = inhibition, hits mostly inhibitors; IDH1-R132H enzyme, NADPH consumption, diaphorase/resazurin fluorescence; 0.093% of 390,000 active; note: potency is the fitted concentration of half-maximal effect; % is set by controls: 0 for no effect and ±100 for the full control effect; nearly all actives have a fitted effect of over 65% in size
# Target sequence (O75874 whole entry R132H, stated change not applied): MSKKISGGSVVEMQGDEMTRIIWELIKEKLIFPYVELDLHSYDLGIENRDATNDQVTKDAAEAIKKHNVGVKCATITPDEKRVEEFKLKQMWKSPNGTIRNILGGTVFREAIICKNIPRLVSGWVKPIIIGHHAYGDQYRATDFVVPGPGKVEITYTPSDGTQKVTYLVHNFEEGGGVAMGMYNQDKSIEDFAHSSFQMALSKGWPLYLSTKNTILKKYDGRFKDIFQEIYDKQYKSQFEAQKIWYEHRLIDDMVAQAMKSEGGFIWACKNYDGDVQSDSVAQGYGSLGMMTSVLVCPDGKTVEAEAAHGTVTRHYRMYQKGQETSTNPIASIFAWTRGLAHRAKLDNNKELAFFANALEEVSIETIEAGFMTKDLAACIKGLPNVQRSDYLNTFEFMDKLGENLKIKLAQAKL
#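 IDH1-R132H (0.5 ug/mL dispensed) in pH 7.5 Tris buffer was preincubated 30 min with compound, then given a substrate mix of 0.016 mM NADPH and 2 mM alpha-KG for 80 min at room temperature; remaining NADPH was read by diaphorase/resazurin fluorescence.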
# TrxR1 substrate – qHTS Assay for Substrates of Mammalian Selenoprotein Thioredoxin Reductase 1 (TrxR1): qHTS | purified TrxR1 substrate turnover, NADPH consumption readout | Potency, µM (titrated, usually from 114 µM), for the others: top-dose activity change, negative = substrate turnover | Thioredoxin reductase 1, cytoplasmic (Rattus norvegicus), O89049 | 0.01% of 390,000 active; note: potency is the fitted concentration of half-maximal effect; % is set by controls: 0 for no effect and ±100 for the full control effect; nearly all actives have a fitted effect of over 50% in size
#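 Rat TrxR1, dispensed at 90 nM, was prereduced with 400 uM NADPH (final) for 5 min at ~22 deg C, then incubated with compound 15 min before 400 uM selenite. A first-read NADPH fluorescence drop versus no-compound background flagged substrates.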
# Vif-A3G inh – qHTS for Inhibitors of Vif-A3G Interactions: qHTS | Potency, µM (top dose mostly 46.1 µM), for inactives: at the highest dose activity, negative = active, actives largely listed as inhibitors | 0.076% of 410,000 active | HeLa A3G-eYFP + Vif (tagged APOBEC3G with the HIV-1 protein that degrades it), YFP fluorescence, overnight | AID 602310, 2012 | DNA dC->dU-editing enzyme APOBEC-3G (Homo sapiens), Q9HC16;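 note: potency is the fitted concentration of half-maximal effect; % is set by controls: 0 for no effect and ±100 for the full control effect; nearly all actives have a fitted effect of over 60% in size; hits raise eYFP signal because A3G escapes Vif-driven loss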
#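 HeLa cells stably expressing Vif and C-terminally eYFP-tagged A3G, seeded overnight at 37 deg C, then exposed to compound by pintool overnight at 37 deg C. Rise in yellow fluorescence (Ex 488/Em 500-530, Acumen) marks blocked Vif-driven A3G degradation.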
# Glioma ERSR ind – qHTS for Inducers of the Endoplasmic Reticulum Stress Response (ERSR) in Human Glioma: qHTS; U87-MG GRP78 promoter luciferase reporter, 16 h; Potency, µM, for the others: at the highest dose activation, usual class: activators; 0.02% of 420,000 active; note: potency is the fitted concentration of half-maximal effect; series mostly up to about 76 µM; % of control where 0% means no effect; nearly all actives have a fitted effect of over 35% in size
#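 Stably transfected U87-MG glioma cells carrying a GRP78-based luciferase sensor; 16 h compound incubation. Luminescence end-point read 10 min after Bright-Glo addition at room temperature.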
# LDHA block – qHTS assay for inhibitors of human lactate dehydrogenase; activity change, % (values are at about 110 or 230 µM); purified LDHA, NADH/diaphorase-resazurin fluorescence; stronger effect = lower value; L-lactate dehydrogenase A chain (Homo sapiens), P00338; 0.15% of 480,000 active; in the data active = activity change below about -30%; inconclusive = mostly about -25% to -30%;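 note: plate controls were DMSO wells for no effect and wells without enzyme for full effect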
#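 Resorufin fluorescence (ex540/em590), read at 0 and 20 min after diaphorase/resazurin addition, reports the NADH left after a 5 min room-temperature reaction of 2 nM human LDH5 with 0.06 mM NADH and 0.2 mM pyruvate.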
# Active calls of the source: *; ? = inconclusive; · = not tested or not shown; & = joins results of further samples; [ ] = remark or other dose. Unless noted, calls come from the whole dose curve; as a rule, active = well fitted curve in the direction sought with a large enough effect; inconclusive = small, poorly fitted or top-dose-only effect, or another doubt; inactive = no such curve, though single readings can be large; an effect the other way counts as inactive or inconclusive. These rows are one share of the data; count on the stated rates, not on these rows.
SMILES,TrxR1 inh,USP1 inh,RGS4 inh,Vif-A3F inh,IDH1 R132H inh,TrxR1 substrate,Vif-A3G inh,Glioma ERSR ind,LDHA block
FC(F)(F)c1ccc(-c2csc(-c3ccno3)n2)cc1,24%,-21%,19%,-10%,5%,-6%,-17%,5%,0
O=C(c1ccco1)N1CCc2[nH]nc(-c3ccc(Cl)cc3)c2C1,42%[activator],-20%,20%,-9%,14%,6%,-1%,0%,-7
CCOC(=O)c1cc(-c2ccccc2)sc1NC(=O)CCN1C(=O)c2ccccc2C1=O,-8%,-10%,-2%,1%,1%,-5%,0%,1%,-12
COc1ccc(-c2nn(-c3ccccc3)cc2/C=C2/SC(=S)N(CCC(=O)O)C2=O)c(C)c1,-10%,-19%,-63%[56.9 µM],11%,46µM*,-9%,-1%,-2%,-23
COc1ccc(N(CC(=O)NC2CCCC2)C(=O)Cn2nnc(-c3ccc(OC)c(OC)c3)n2)c(OC)c1,11%[57.1 µM],-1%,13%,7%,-10%,4%[57.1 µM],2%,3%,-17
Cc1ccc(-c2noc(CCC(=O)NCCN3CCc4ccccc4C3)n2)cc1,15%[57.1 µM],-6%,27%[11.4 µM],1%,3%,-10%,1%,5%,-8
C[C@@H]1CCCCO[C@H](CN(C)Cc2ccc(Cl)c(Cl)c2)[C@H](C)CN([C@@H](C)CO)C(=O)c2cc(NC(=O)Nc3ccc(F)cc3)ccc2O1,·,-8%,·,-16%,-1%,·,-1%,-5%,-4
CN(C(=O)C1CCOC1)c1nnc(-c2ccccn2)s1 (stereo not drawn),-18%,-18%,2%,0%,5%,2%,2%,-7%,1
Cc1ccc(NC(=O)CSc2nnnn2C)cc1S(=O)(=O)N1CCCCC1,·,4%,·,-15%,3%,·,2%,-1%,-4
Nc1c(N(CCC2=CCCCC2)C(=O)Cc2ccccc2F)c(=O)[nH]c(=O)n1Cc1ccccc1,-2%,-21%,3%,3%,-4%,-1%,-13%,-5%,-19
COc1ccc(-c2cc(C(F)(F)F)n3nc(C(=O)Nc4sc5c(c4C#N)CCC(C)C5)cc3n2)cc1OC (stereo not drawn),16%,?,10%,3%,26%,1%,3%,-5%,-8
O=C1CCC(O)CCN1CCSc1ccccc1 (stereo not drawn),5%&19%,-12%,4%,3%,-9%,-4%&-3%,1%&-2%,4%&-2%,-1
CCOc1ccccc1C(=O)Nc1ccccc1C(N)=O,22%,-3%,15%,-2%,5%,2%,-1%,-2%,-9
NC(=O)c1ncn([C@@H]2O[C@H](CNCc3cccc4c3sc3ccccc34)[C@@H](O)[C@H]2O)n1,-13%,-24%,-2%,6%,-3%,-6%,2%,-1%,-1
CN(Cc1cccc(Cl)c1)C(=O)C1CCC(=O)N(C2CC2)C1 (stereo not drawn),2%,-23%,-12%,4%,7%,-4%,2%,5%,0
COc1ccc(-c2noc(CCC(=O)NCCN(C)Cc3ccccc3)n2)cc1,5%[57.1 µM],-6%,-44%,-7%,7%,-8%,-6%,-6%,-3
O=C(COc1ccc(Cl)cc1)N(Cc1ccccc1)c1nc(-c2ccccc2)cs1,-5%,5%,-17%,-1%,12%,-10%,1%,-4%,-5
CCCC(C(=O)NNC(=O)c1cc(C)oc1C)c1ccccc1 (stereo not drawn),0%[57.1 µM],-11%,28%,-1%,9%,-8%,1%,0%,-10
CCCNC(=O)CSc1nc(-c2cccs2)cc(C(F)(F)F)n1,4%,-4%,33%,-7%,-8%,2%,1%,4%,-11
CCn1c(COc2ccccc2C)nnc1SCC(=O)Nc1cc(C)on1,27%,5%,0%,-24%,0%,-6%,0%,-5%,3
COc1ccc(/C=C(\NC(=O)c2ccc(C)cc2)C(=O)NCCCn2ccnc2)cc1OC,7%[57.1 µM],-3%,-9%,19%,0%,7%[57.1 µM],0%,-4%,-8
Cc1ccsc1C1C(C(=O)O)c2ccccc2C(=O)N1C (stereo not drawn),10%,-6%,0%,-3%,1%,-2%,4%,-1%,1
CCC(=O)NCCCCNC(=O)CC,0%,4%,31%,2%,7%,-6%,0%,-2%,-6
CCCCCCC(C)NC(=S)Nc1cc(S(=O)(=O)N(C)C)ccc1C (stereo not drawn),?,-7%,11%,-20%,1%,-17%,0%,-4%,-4
CCCCn1nc(C(=O)N2CCc3ccccc32)c2ccccc2c1=O,-16%,-16%,-21%,6%,3%,-15%,-3%,-2%,0

# Three compounds drawn at random from the list so far, as already listed:
SMILES,TrxR1 inh,USP1 inh,RGS4 inh,Vif-A3F inh,IDH1 R132H inh,TrxR1 substrate,Vif-A3G inh,Glioma ERSR ind,LDHA block
Cc1ccc(-c2noc(CCC(=O)NCCN3CCc4ccccc4C3)n2)cc1,15%[57.1 µM],-6%,27%[11.4 µM],1%,3%,-10%,1%,5%,-8
CCn1c(COc2ccccc2C)nnc1SCC(=O)Nc1cc(C)on1,27%,5%,0%,-24%,0%,-6%,0%,-5%,3
O=C(c1ccco1)N1CCc2[nH]nc(-c3ccc(Cl)cc3)c2C1,42%[activator],-20%,20%,-9%,14%,6%,-1%,0%,-7

# Remaining list, next part
SMILES,TrxR1 inh,USP1 inh,RGS4 inh,Vif-A3F inh,IDH1 R132H inh,TrxR1 substrate,Vif-A3G inh,Glioma ERSR ind,LDHA block
CCOc1ccc2nc(NC(=O)Cc3cccs3)sc2c1,0%[57.1 µM],1%,-11%[11.4 µM],7%,2%,3%[57.1 µM],-13%,2%,1
O=C(Cc1c[nH]c2ccccc12)OCC(=O)c1ccccc1,13%,-3%,0%,-5%,0%,4%,2%,7%,-9
COC(=O)c1sccc1S(=O)(=O)N(CC(=O)NCc1ccc(C)cc1)c1ccc(C)cc1,14%[57.1 µM],?,-31%,-1%,12%,-4%[57.1 µM],-3%,0%,0
CCOC(=O)COc1c(Cl)cc(/C=C2\N=C(C)OC2=O)cc1OC,14µM*,12%,-22%,-4%,4%,8%[57.1 µM],-1%,-2%,-1
Cc1cc[n+]2n1CC(O)C2 (stereo not drawn),6%[57.1 µM],-10%,-13%,2%,9%,4%,1%,3%,2
Nc1ccc2oc(-c3ccccc3Cl)cc(=O)c2c1O,5%,-18%,-24%,-6%,3%,5%,-17%,0%&2%,1
COc1cccc(NC(=O)c2ccc3c(c2)N(C)CCS3)c1,14%[57.1 µM],-11%,-3%,3%,20%,36%,-7%,-4%,-4
CCOC(=O)c1nn(-c2ccccc2)c(=O)c2c(N)scc12,-19%,18µM*,-105%[11.4 µM],3%,7%,-11%,0%,-3%,22
CC1OC(Oc2ccc3ccc(=O)oc3c2-c2c(O)ccc3cc(Oc4ccc5ccc(=O)oc5c4)c(=O)oc23)C(O)C(O)C1O (stereo not drawn),3%,-23%,11%,0%,1%,-4%,0%,-3%,1
O=c1cc(-c2ccccc2Cl)oc2c([N+](=O)[O-])c(O)cc(O)c12,-2%[57.1 µM],-27%,-13%,5%,6%,-9%[57.1 µM],-17%,-6%&0%,-8
O=C(O)c1ccc(N/N=C/c2ccc(C(F)(F)F)cc2)cc1,3%[57.1 µM],-11%,-14%,-14%,-4%,-2%[57.1 µM],-3%,-18%,-4
COc1ccc(OC)c(NC(=O)CN2CCC(NC(=O)c3ccccc3C)CC2)c1,37%,-12%,10%,-2%,-9%,2%,4%,2%,-4
CCc1ccc(NC(=O)c2cc3sc(Cl)cc3n2C)cc1,5%,-11%,18%,3%,-2%,2%,-4%,1%,-10
CCOc1ccc(NC(=O)C(NS(=O)(=O)c2ccc3c(c2)CCN3C(C)=O)C(C)C)cc1 (stereo not drawn),-4%,-24%,23%,-3%,11%,-7%,4%,-6%,0
COc1ccc(CN(C(=O)c2snc(C(N)=O)c2N)C(C)C(=O)NCc2ccc(F)cc2)cc1 (stereo not drawn),37%[activator][57.1 µM],-14%,-15%,?,3%,-6%[57.1 µM],0%,0%,1
CC(=O)c1ccc2c(c1)CC(C)C(=O)N2C (stereo not drawn),3%,0%,7%,2%,-4%,-9%,-3%,-3%,-3
C=CCn1c(Cc2cccs2)nnc1SC/C=C/c1ccccc1,7%,-2%,24%,6%,0%,1%[57.1 µM],0%,-3%,-3
Cc1ccc(S(=O)(=O)N2CCN(C(=O)c3cccs3)CC2)cc1C,14%,?,9%,10%,2%,2%[57.1 µM],1%,-2%,-2
CCOC(=O)N1CCc2c(sc(NC(=O)C3=COCCO3)c2C(N)=O)C1,-22%,-16%,13%,2%,5%,1%,-6%,-4%,-3
Cc1ccc(S(=O)(=O)N(C)C)cc1-n1c(SCC(=O)N(C)C)nc2ccccc2c1=O,21%,3%,2%,2%,-9%,4%,1%,-4%,-4
Cc1nn(-c2ccccc2)c2sc(C(=O)N3CCCCC3)cc12,21%[57.1 µM],-15%,-1%,1%,4%,9%[57.1 µM],-12%,8%,-6
